Assay outcomes (PubChem BioAssay)
CHT PAM = CHT positive allosteric modulators, primary screen, cell-based, membrane potential dye, choline EC20; CHT-expressing cells; active compounds read high; LV-AA mutant CHT in HEK293 cells; B-score at 10 µM; hit rate 0.49% among 310,000;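 active means initial fluorescence not abnormally high and integrated response B-score, plate-corrected, over 3 SD above library mean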
Target sequence (Q9GZV3 whole entry, looked up): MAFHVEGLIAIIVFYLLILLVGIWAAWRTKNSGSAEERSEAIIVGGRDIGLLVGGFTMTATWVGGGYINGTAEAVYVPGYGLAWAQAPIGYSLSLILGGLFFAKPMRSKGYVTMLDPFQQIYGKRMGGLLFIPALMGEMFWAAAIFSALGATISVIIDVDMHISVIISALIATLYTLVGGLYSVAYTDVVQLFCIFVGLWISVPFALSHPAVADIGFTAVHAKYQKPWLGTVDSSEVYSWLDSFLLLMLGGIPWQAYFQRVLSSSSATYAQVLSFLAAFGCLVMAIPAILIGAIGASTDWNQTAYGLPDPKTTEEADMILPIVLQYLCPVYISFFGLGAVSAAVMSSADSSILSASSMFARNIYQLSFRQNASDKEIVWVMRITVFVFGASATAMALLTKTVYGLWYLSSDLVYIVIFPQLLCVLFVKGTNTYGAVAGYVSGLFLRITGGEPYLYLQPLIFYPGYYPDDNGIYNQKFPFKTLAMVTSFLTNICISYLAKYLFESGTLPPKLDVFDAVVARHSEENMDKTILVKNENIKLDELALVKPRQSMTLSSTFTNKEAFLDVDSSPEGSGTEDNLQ
CHT inh = inhibitors of human choline transporter CHT | High affinity choline transporter 1 (Homo sapiens), Q9GZV3 | CHT-expressing cells, membrane potential dye, choline response; active compounds read low | B-score at 10 µM | hit rate 0.86% among 310,000 | AID 488975, 2010;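 active means B-score over 3 SD under the library average, and starting fluorescence ratio not unusually high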;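 further: choline stimulus applied at its EC90 after an EC20 pre-addition; B-score computed on integrated fluorescence ratio after choline addition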
STK33 kinase inh = inhibitors of purified STK33 kinase, primary screen, biochemical, ADP-Glo luminescence, homogeneous, cell-free. Serine/threonine-protein kinase 33 (Homo sapiens), Q9BYT3. MBP phosphorylation. inhibition, % at 10 µM. hit rate 0.073% among 320,000;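 active means inhibition at or above 25%, using the most active replicate where run in duplicate; inactive means inhibition below 25%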
Target sequence (Q9BYT3 whole entry, looked up): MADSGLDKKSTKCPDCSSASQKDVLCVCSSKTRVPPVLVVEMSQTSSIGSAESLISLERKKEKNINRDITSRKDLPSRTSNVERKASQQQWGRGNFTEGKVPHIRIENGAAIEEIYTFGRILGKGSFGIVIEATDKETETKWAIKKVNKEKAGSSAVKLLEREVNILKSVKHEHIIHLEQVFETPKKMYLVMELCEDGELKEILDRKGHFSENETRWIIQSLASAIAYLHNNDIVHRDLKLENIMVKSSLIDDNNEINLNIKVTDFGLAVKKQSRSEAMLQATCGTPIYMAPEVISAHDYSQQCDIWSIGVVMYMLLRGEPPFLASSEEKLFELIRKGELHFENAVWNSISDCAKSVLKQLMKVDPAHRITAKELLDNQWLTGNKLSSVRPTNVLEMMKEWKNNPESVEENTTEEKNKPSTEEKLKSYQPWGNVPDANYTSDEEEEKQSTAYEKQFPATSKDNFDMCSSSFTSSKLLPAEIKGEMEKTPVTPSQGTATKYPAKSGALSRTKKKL
Starred values were filed as active, the others as inactive; i = inactive; . = not tested or not shown; & = joins results of further samples. Outcome played no part in choosing rows (roughly 1.5% active in at least one column).

SMILES | CHT PAM | CHT inh | STK33 kinase inh
CCCSc1nc(O)c(C2OC(=O)c3c2ccc(OC)c3OC)c(=O)n1C (stereo not drawn) | i | i | -2.6
COc1ccc(C(=O)Nc2ccccc2N2CCN(C(=O)c3ccccc3)CC2)cc1Br | i | i | -0.4
O=C(O)c1ccccc1SCC(=O)N1CCOCC1 | i | i | -0.5
CC(C)(CN1CCc2ccccc2C1)NS(=O)(=O)c1ccc(Cl)cc1 | i | i | -0.2
CC(C)=C1C2CCC1C1C(=O)N(NC(=O)COc3ccc(C(C)(C)C)cc3)C(=O)C21 (stereo not drawn) | i | i | -0.9
Cc1cccc(OCC(=O)OCC(=O)N2CCN(C(=O)c3ccco3)CC2)c1C | i | i | -0.1
COc1ccc(CCNC(=O)COC(=O)C23CC4CC(CC(Br)(C4)C2)C3)cc1 | i | i | -2.7
Cc1cc(C)c(C#N)c(SCC(=O)CC(=O)OC(C)C)n1 | i | i | -1.2
COc1ccccc1/C=N/NC(=O)CC(=O)NCc1ccccc1 | i | i | -0.2
Cc1cc(C)n(C(C)CC(=O)Nc2ccc3c(c2)OCCO3)n1 (stereo not drawn) | i | i | -0.8
O=C(Cn1c2[n+](c3ccc(C(F)(F)F)cc31)CCCCC2)Nc1ccc(Br)cc1 | i | i | -1.0
O=C(CN1CCN(Cc2ccc(Cl)cc2)CC1)N/N=C/c1cccc(F)c1 | i | i | -2.3
CCOc1ccc(N2C(=O)CC(N(CCc3ccc(OC)c(OC)c3)C(=O)/C=C/C(=O)O)C2=O)cc1 (stereo not drawn) | i | i | -2.3
Cc1nc2sc3c(c2c(=O)n1/N=C/c1ccco1)CCCC3 | i | i | -0.9
COCc1nnc(NC(=O)C2CC(=O)N(CCc3ccc(F)cc3)C2)s1 (stereo not drawn) | i | i | -0.9
CC(=O)NC(=S)Nc1ccccc1C(=O)NC1CCCCC1 | i | i | 0.4
CN1CCN(C(=O)CN2C(=O)CC(C)(C)S(=O)(=O)c3ccccc32)CC1 | i | i | -0.5
CC(=O)Nc1ccc(C(=O)n2cnc3cc(C)c(C)cc32)cc1 | i | i | 1.6
COc1ccc(C(C(=O)NC2CCCC2)N(C(=O)c2snc(C(N)=O)c2N)C2CCCC2)cc1OC (stereo not drawn) | i | i | 0.4
CC1(C)Cc2c(cnn2-c2cccc(F)c2)C(NC(=O)c2ccc(=O)[nH]n2)C1 (stereo not drawn) | i | i | -0.4
CCOC(=O)NC(c1cccc(Cl)c1)C1CCCCCC1=O (stereo not drawn) | i | i | -0.5
CC1(c2ccccc2)CC(C)(C)N(C(=O)c2cc([N+](=O)[O-])cc([N+](=O)[O-])c2)c2ccccc21 (stereo not drawn) | i | i | -1.3
COc1ccccc1-c1nc(SCC(=O)Nc2ccccc2)n[nH]1 | i | i | 0.1
C=CCN1C(=O)c2ccc(C(=O)N(C)CC(=O)Nc3c(C)cccc3C)cc2C1=O | i | i | 0.0
Cn1c(=O)c(=O)n(C)c2cc(S(=O)(=O)N3CCN(Cc4ccccc4)CC3)ccc21 | i | i | 0.7

Single values from above.
`Cc1cccc(OCC(=O)OCC(=O)N2CCN(C(=O)c3ccco3)CC2)c1C` in STK33 kinase inh shows -0.1
`CC1(C)Cc2c(cnn2-c2cccc(F)c2)C(NC(=O)c2ccc(=O)[nH]n2)C1` (stereo not drawn) in STK33 kinase inh shows -0.4

Next part:
SMILES | CHT PAM | CHT inh | STK33 kinase inh
CC(=O)N1CCN(S(=O)(=O)c2ccc(Cl)cc2F)CC1 | i | i | -0.8
Cc1ccc(NC(=S)N2CCC(NC(=O)c3ccc(F)cc3)CC2)cc1 | i | i | -1.3
CN(CC(=O)Nc1ccc(F)c(F)c1F)C(=O)c1ccc2c(c1)OCCO2 | i | i | -0.7
CC(O)(CS(=O)(=O)c1ccc(Br)cc1)c1ccccc1 (stereo not drawn) | i | i | 0.8
O=C(Cc1ccccc1)NC1CCN(Cc2ccccc2)CC1 | i | i | 0.4
CCN(CC)S(=O)(=O)c1ccc(C(=O)Nc2nnc(CSC)o2)cc1 | i | i | -1.4
Cc1ccc(SCC(=O)OC(C)C(=O)NCc2ccccc2)cc1 (stereo not drawn) | i | i | .
CC1(C)NC(=O)NC2(C)NC(=O)NC(C)(C)C12 (stereo not drawn) | i | i | -0.7
Cc1noc(C)c1CSCC(=O)Nc1nc2ccccc2s1 | i | i | -1.7
CCc1ccccc1NC(=S)N(CCN1CCOCC1)Cc1ccccc1F | i | i | -1.2
O=C1CN(C(=O)CNC(=O)c2cccc(Cl)c2)c2ccccc2N1 | i | i | -1.3
N#Cc1ccccc1OCC(=O)N(Cc1nnc(-c2ccccc2Cl)o1)C1CC1 | i | i | -0.5
CCOC(=O)N1CCN(c2c(-c3ccc(C(C)C)cc3)c(=O)c2=O)CC1 | i | i | -1.4
Cn1cnc([N+](=O)[O-])c1C(=O)Nc1cccc([N+](=O)[O-])c1 | i | i | -0.3
CCOC(=O)c1sc2nc(NC(=O)COc3ccccc3)sc2c1C | i | i | -0.2
CC(C)Cc1nc(N2CCC(C(N)=O)CC2)c2nnn(Cc3ccccc3)c2n1 | i | i | -0.1
C=CCn1c(SCC(=O)NNC(=O)Nc2ccc(C)cc2)nnc1-c1ccccc1 | i | i | 0.0
O=C(O)c1ccc(NC(=S)NC(=O)c2ccc3ccccc3c2)cc1 | i | i | 1.0
Cc1cccc(NC(NC(=O)Cc2ccccc2)C(Cl)(Cl)Cl)c1 (stereo not drawn) | i | i | -0.7
COc1ccc(NC(=O)C2CCCN(S(=O)(=O)c3ccc4c(c3)CCCN4C(C)=O)C2)cc1 (stereo not drawn) | i | i | -1.6
CC(C)CCNC(=O)c1nn(Cc2ccccc2)c(=O)c2ccccc12 | i | i | -0.2
Cc1ccc(S(=O)(=O)N2[C@@H](c3ccc(F)cc3)C(C(=O)O)=CC[C@H]2c2ccc3c(c2)OCO3)cc1 | i | i | -1.0
Cc1c(Br)c(C(F)(F)F)nn1CC(=O)N(C)C1CCCCC1 | i | i | -1.3
CCOC(=O)c1c(N)sc2c1CCSC2 | i | i | -0.4
CC(=O)Nn1cnc2c(c1=O)C1(CCCC1)Cc1ccccc1-2 | i | i | 0.7
(next part)
SMILES | CHT PAM | CHT inh | STK33 kinase inh
O=c1nc2sc3ccccc3n2c(=O)n1-c1cccc(Cl)c1 | i | i | 1.0
Cc1ccccc1NC(=O)c1cc2c(=O)n3cccc(C)c3nc2s1 | i | i | -0.8
COc1ccc(/C=N/NC(=O)Nc2nonc2N)cc1 | i | i | -0.6
CCC(=O)c1ccc(OC(=O)c2ccc(Br)o2)cc1 | i | i | -0.5
CC(=O)Nc1ccc(S(=O)(=O)Nc2ccc(S(=O)(=O)Nc3nc(C)cc(C)n3)cc2)cc1 | i | i | -0.9
COc1ccc(NC(=S)NC(NC(=O)c2ccc(Cl)cc2Cl)C(Cl)(Cl)Cl)c([N+](=O)[O-])c1 (stereo not drawn) | i | i | -1.3
O=C(c1cc(S(=O)(=O)N2CCOCC2)ccc1Cl)N1CCc2ccccc2C1 | i | i | -1.1
Fc1ccc(/C=N/N2CCN(Cc3ccccc3)CC2)cc1 | i | i | -1.6
Cc1ccc(-c2noc(CCC(=O)NCCN3CCOCC3)n2)cc1 | i | i | -2.4
O=C1CSc2ccc(S(=O)(=O)NCc3ccc(Cl)cc3)cc2N1 | i | i | 0.3
CC(=O)Nc1cc(N2C(=O)CCC2=O)ccc1Cl | i | i | -0.2
Cc1nc2ccccn2c1C(=O)N/N=C/c1ccccc1Cl | i | i | -4.7
COC(=O)c1sc(NC(=S)NC(=O)c2ccccc2F)nc1C | i | i | -1.5
CCOC(=O)c1ccc(Oc2nc(NC)nc(SC)n2)cc1 | i | i | 1.5
COc1ccc2nc(NC(=O)CSc3nc4ccccc4o3)sc2c1 | i | i | 0.6
Cc1cc(C)cc(NC(=S)N(Cc2ccc(Cl)cc2)Cc2ccc(C(=O)O)cc2)c1 | i | i | -4.6
CC(=O)n1cc([C@H]2C=C(C(=O)N3CCN(Cc4ccc5c(c4)OCO5)CC3)O[C@@H](OCCCCO)C2)c2ccccc21 | i | i | -1.3
CCCCCNC(=O)c1cc(S(=O)(=O)N2CCCC2)ccc1F | i | i | -1.5
COc1cc(C(=O)N/C(=C\c2cn(S(=O)(=O)N(C)C)c3ccccc23)C(=O)N2CCCC2)cc(OC)c1OC | i | i | -0.3
CC(C)N1C(=O)CCC1C(=O)NCCc1ccc(Cl)cc1 (stereo not drawn) | i | i | 0.6
CC(OC(=O)Cn1cnc2c1c(=O)n(C)c(=O)n2C)C(=O)NC1CCCCC1C (stereo not drawn) | i | i | -2.2
COCCn1c(SCC(=O)Nc2cccc(OC)c2)nc2c(oc3ccccc32)c1=O | i | i | -1.3
Cc1c(C)n(CCN(C)C)c2ncnc(NCc3ccccc3)c12 | i | i | -0.8
CCN(Cc1ccccc1)C(=O)CC(=O)N(CC)Cc1ccccc1 | i | i | 1.0
CC1CNCCN1S(=O)(=O)c1cccc2cnccc12 (stereo not drawn) | i | i | 5.0&7.8

5 structures out of the list, sorted by formula weight, falling.
SMILES | CHT PAM | CHT inh | STK33 kinase inh
CC(OC(=O)Cn1cnc2c1c(=O)n(C)c(=O)n2C)C(=O)NC1CCCCC1C (stereo not drawn) | i | i | -2.2
COc1ccc2nc(NC(=O)CSc3nc4ccccc4o3)sc2c1 | i | i | 0.6
CCOC(=O)c1ccc(Oc2nc(NC)nc(SC)n2)cc1 | i | i | 1.5
Cc1nc2ccccn2c1C(=O)N/N=C/c1ccccc1Cl | i | i | -4.7
CC(C)N1C(=O)CCC1C(=O)NCCc1ccc(Cl)cc1 (stereo not drawn) | i | i | 0.6

Returning to the listing, repeating the 4 entries before the break.
SMILES | CHT PAM | CHT inh | STK33 kinase inh
COCCn1c(SCC(=O)Nc2cccc(OC)c2)nc2c(oc3ccccc32)c1=O | i | i | -1.3
Cc1c(C)n(CCN(C)C)c2ncnc(NCc3ccccc3)c12 | i | i | -0.8
CCN(Cc1ccccc1)C(=O)CC(=O)N(CC)Cc1ccccc1 | i | i | 1.0
CC1CNCCN1S(=O)(=O)c1cccc2cnccc12 (stereo not drawn) | i | i | 5.0&7.8
Cc1ccc(C(=O)O/N=C(\N)c2ccccn2)cc1Cl | i | i | 1.3
COc1ccc(CNC(=O)CN2C(=O)C(c3ccccc3)Oc3cccnc32)cc1 (stereo not drawn) | i | i | -0.2
Cc1ccc2c(c1)nnn2C1CCN(C(=O)NCc2ccccc2)CC1 | i | i | -0.7
COc1ccc(C)cc1NS(=O)(=O)c1ccc(Br)s1 | i | i | 0.0
CCCCOc1ccc(S(=O)(=O)n2c(C)nc3ccccc32)cc1 | i | i | -1.6
CCOC(=O)CCC(=O)NNC(=O)COc1ccc(C(C)C)cc1Br | i | i | -1.5
CC(Sc1ccccc1)C(=O)NN=C1CCCC1 (stereo not drawn) | i | i | -0.6
O=C1C2C3c4ccccc4C(c4ccccc43)C2C(=O)N1c1nc(-c2ccccc2)cs1 (stereo not drawn) | i | i | -1.8
Cc1ccc(-c2ncns2)cc1 | i | i | -0.5
Cc1cc2c(C)c(C)c(=O)[nH]c2cc1N | i | i | -1.0
O=C(CN1CCC(Cc2ccccc2)CC1)N1CCc2ccccc2C1 | i | i | -0.6
O=C(CSc1nnc(Cc2ccccc2)o1)c1ccccc1 | i | i | 0.0
O=C1c2sc3nc4ccccc4n3c2C(=O)N1c1ccccc1Cl | i | i | 0.8
Cc1cccc(C(C)C)c1NC(=O)c1cc2ccccc2o1 | i | i | -0.8
CCOC(=O)Cc1ccc(NC(=O)c2ccc([N+](=O)[O-])cc2)cc1 | i | i | -1.4
Cc1ccc(-c2noc(CCCC(=O)NCC3CCCO3)n2)cc1 (stereo not drawn) | i | i | -1.2
COc1cccc(OC)c1OCCCc1c(C)n[nH]c1C | i | i | -0.8
Cc1ccc(OCC(=O)NCc2ccccn2)cc1 | i | i | 0.0
O=C(Nc1ccc(S(=O)(=O)Nc2nccs2)cc1)c1ccc(F)cc1 | i | i | 3.1
Cc1ccccc1SCC(=O)NNC(=O)c1ccccc1O | i | i | -1.5
COc1cccc(OCC(O)CN2CCN(c3ccccn3)CC2)c1 (stereo not drawn) | i | i | -1.9
CSc1nsc(NC(=O)CCNC(=O)c2ccc([N+](=O)[O-])cc2)n1 | i | i | -2.2
O=S(=O)(Nc1ccc2ccccc2n1)c1ccccc1 | i | i | -0.7
CCS(=O)(=O)c1ccc(-c2cccc(NC(=O)COc3ccc(Cl)cc3)c2)nn1 | i | i | 0.4
Cc1ccc(-c2csc(SCC(=O)Nc3cc(C)on3)n2)cc1 | i | i | -1.3
Next compounds follow.
SMILES | CHT PAM | CHT inh | STK33 kinase inh
O=C(/C=C/c1ccccc1)N1CCN(Cc2nc3ccccc3c(=O)[nH]2)CC1 | i | i | -1.7
COc1ccc(NC(=O)C2CCN(c3nnnn3-c3ccccc3)CC2)cc1 | i | i | -0.4
CN=C(Nc1cc(C)nn1CCC#N)c1ccccc1 | i | i | -1.0
N#CCC(=O)Nc1ccc(C(=O)OCC(=O)N=c2sccn2Cc2ccccc2Cl)cc1 | i | i | -1.6
COc1cccc(CC(=O)OCC(=O)N(C)CC(=O)Nc2ccc(Cl)c(C(F)(F)F)c2)c1 | i | i | .
CCOc1ccc(CN2CCNC(=O)C2CC(=O)NCCN2CCOC2=O)cc1 (stereo not drawn) | i | i | -1.4
COc1ccc(OC)c(N(C)S(=O)(=O)c2cc3c(cc2C)NC(=O)CO3)c1 | i | i | 0.3
